From PubChem
INS promoter inh: inhibitors of insulin promoter-driven GFP, primary screen, imaging, TRM-6 cells (human fetal islet line), eGFP reporter, cell count. reporter expression induced with tamoxifen. inhibition, % at 2 µM. actives 0.9% (n = 130,000);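 active means inhibition above the mean plus 3 SD, with well images judged a real hit on visual review, cut at about 60% in these data, passing the limit was not always enough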
sdo1 growth: growth rescue of sdo1-depleted yeast, primary screen, S. cerevisiae, bone marrow failure model; actives 0.21% (n = 140,000); S. cerevisiae sdo1-depleted JHY4D growth rescue, OD600 30 h; hits give high values; pdr5 snq2 efflux-pump mutant strain; z-score at 10 µM; AID 817, 2007;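 active means z-score above 3 at both the 24 hr and the 30 hr optical density reads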;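 further: z-score against mean and SD of all compound wells on the same plate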
sdo1 growth Rescue 24 h: second read-out of sdo1 growth, no call of its own (marks repeat the call); z-score; S. cerevisiae sdo1-depleted JHY4D growth rescue, OD600; measured here: growth rescue at 24 h;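 0 is the plate mean of compound wells and units are plate SD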
Numbers without * were called inactive; . = not tested or not shown. Only part of the results is shown; rates above refer to the full screens.

SMILES | INS promoter inh | sdo1 growth | sdo1 growth Rescue 24 h
COc1ccccc1NC(=O)N1CCCC1C(=O)NC12CC3CC(CC(C3)C1)C2 (stereo unspecified) | 11.4 | -1.38 | -0.95
CCN1C(=O)C2(C(C#N)=C(N)Oc3n[nH]c(-c4ccc(Cl)cc4)c32)c2ccccc21 (stereo unspecified) | -20.7 | 0.49 | 0.41
CCOC(=O)C1=C(N)OC2=C(C(=O)CCC2)C1c1ccc(C)s1 (stereo unspecified) | . | -0.6 | -0.65
O=C(NCc1cccs1)c1cc2ccccc2o1 | . | -0.36 | 0.25
O=C(c1ccc(CN2CCc3ccccc3C2)cc1)N1CCCCC1 | -10.7 | 0.52 | 1.29
COc1cccc(NC(=O)CNS(=O)(=O)c2ccc3nc(C)sc3c2)c1 | 18.2 | -0.11 | -0.25
Cc1ccc(-c2nc(Cl)nc3ccccc23)cc1 | 46.7 | . | .
COC(=O)C1CCN(C(=O)/C=C/c2ccc(OC)cc2)CC1 | 22.6 | 1.42 | 1.56
CCOC(=O)COc1nc(Nc2ccccc2C)nc(N(C)C)n1 | -135.1 | -0.68 | -0.78
CC(c1ccccc1)N1CCc2[nH]c(=S)[nH]c(=O)c2C1 (stereo unspecified) | 90.9* | . | .
Cc1noc(/C=C/N(C)C)c1S(=O)(=O)N(C)CC(=O)NC1CCCCC1 | . | 0.38 | 0.13
c1ccc2oc(-c3ccc(Nc4nc(N5CCCCC5)nc(N5CCOCC5)n4)cc3)nc2c1 | -8.6 | -0.73 | 0.49
CCN(CC)S(=O)(=O)c1cccc(NC(=O)c2cc(=O)[nH]c3ccccc23)c1 | . | 0.98 | 0.89
CC1=CC(C)(C)Nc2ccc(OC(=O)CN3C(=O)C4CCCCC4C3=O)cc21 (stereo unspecified) | -17.1 | 2.98 | 2.71
COc1ccc(NS(=O)(=O)c2ccc(NS(=O)(=O)c3ccc(C)cc3)cc2)nn1 | 3.9 | 0.4 | 0.57
COc1ccc(C(=O)C[n+]2ccc3c(c2)nc(-c2cc(OC)c(OC)cc2OC)n3C)cc1 | 23.1 | 1.66 | 0.77
COCCn1c(SCC(=O)c2ccccc2)nc2c(c1=O)SCC2 | -23.1 | . | .
O=C(N/N=C/c1ccc([N+](=O)[O-])s1)c1ccccc1Br | -8.6 | -1.1 | -0.27
O=C(N/C(=C/c1cccs1)C(=O)N1CCOCC1)c1cccs1 | 23.5 | . | .
CC1=CC(C)(C)N(C(=O)C(C)N2C(=O)c3ccccc3C2=O)c2ccc(C)cc21 (stereo unspecified) | 9.7 | -1.68 | -0.41
Cc1ccc(S(=O)(=O)N2CC3(C)CN(S(=O)(=O)c4ccc(C)cc4)CC(C)(C2)C3O)cc1 (stereo unspecified) | -3.1 | 0.82 | 0.65
CCC(=O)N/N=C(\C)CC(=O)Nc1ccc2ccccc2c1 | . | -0.12 | -0.12
Cc1ccccc1N(CC(=O)N/N=C/c1cc(C)n(-c2ccccc2C)c1C)S(C)(=O)=O | 13.3 | -0.26 | -0.3
O=C(NNC(=O)c1ccc2c(c1)OCO2)NC12CC3CC(CC(C3)C1)C2 | . | 0.26 | 0.01
Cc1ccc(-c2nn3c(C)nnc3s2)cc1NC(=O)CSc1ccc(Cl)cc1 | 19.5 | -1.56 | -0.52
Further compounds:
SMILES | INS promoter inh | sdo1 growth | sdo1 growth Rescue 24 h
Cc1nc2cc(-c3ccsc3-n3c(C)ccc3C)[nH]n2c(=O)c1Cl | 16.7 | 0.46 | -0.73
COc1ccc(/C(C)=N/NS(=O)(=O)c2ccccc2)c(OC)c1 | -11.1 | . | .
CCOC(=O)Cc1csc(NC(=O)CSc2nc(C)cc(=O)[nH]2)n1 | . | -0.33 | -0.27
CCOc1ccccc1NC(=O)Cc1ccccc1OC | 81.2* | -0.54 | -0.07
CCCc1nn(C)c2c(=O)[nH]c(-c3ccccc3OCC)nc12 | 16.7 | -0.45 | -0.32
CC(C)OC(=O)c1ccc(COC(=O)c2cccc(-c3nnc(-c4ccccc4)o3)c2)cc1 | . | -1.17 | -0.61
COc1cccc(N=Nc2c(=O)[nH]n3c(C)cc(C)nc23)c1 | 53.1 | 0.63 | 0.47
CCCCC(=O)NC1(C(F)(F)F)C(=O)N(CC(C)C)C2=C1C(=O)CC(C)(C)C2 (stereo unspecified) | . | 0.64 | 0.41
CCOC(=O)c1sc(NC(=O)CSc2nc3ccccc3s2)c(C(=O)OCC)c1C | 37.5 | -0.77 | -0.2
O=C1C=CC(=O)N1Nc1ccc(Br)cc1 | 3.5 | 0.56 | 0.35
Cc1nn(C)c(Oc2cccc(Cl)c2)c1C(=O)Nc1ccc(F)cc1F | 33.3 | -0.9 | 0.62
CCOC(=O)c1ccc2nc(NC(=O)c3ccco3)sc2c1 | -165.0 | -1.23 | -1.63
O=C(NC12CC3CC(CC(C3)C1)C2)c1ccc(-c2ccccc2Cl)o1 | -219.3 | -0.82 | -0.73
O=C1CSC(c2ccccc2Cl)N1 (stereo unspecified) | 18.8 | . | .
COc1ccc(NC(=O)C(C)N2c3cccc4cccc(c34)S2(=O)=O)cc1 (stereo unspecified) | -110.0 | -1.27 | -0.22
COc1cc(NC(=O)c2ccc(COc3ccccc3Br)o2)cc(OC)c1OC | -5.7 | -1.94 | -1.5
CCOC(=O)c1nc(Nc2cccc(C)c2)c2ccccc2n1 | 48.1 | . | .
Cc1cc(C)n(C(=O)CCN2C(=O)c3ccccc3C2=O)n1 | . | -0.59 | -1.15
COc1cc(/C=N/OCC(=O)NC23CC4CC(CC(C4)C2)C3)ccc1OCc1ccccc1 | . | 0.83 | 1.81
CC1CCN(C(=O)COC(=O)[C@H](C)NS(=O)(=O)/C=C/c2ccccc2)CC1 | -22.9 | -0.27 | -0.1
CSCC[C@H](NC(=O)C1CCCC1)c1nc2ccccc2[nH]1 | 0.0 | . | .
Cc1c(C(=O)N2CC(C)OC(C)C2)sc2nc(-c3ccc(F)cc3)cn12 (stereo unspecified) | 18.2 | 0.07 | -0.3
COc1ccc(Br)cc1CNC(=O)C1CCCN(S(C)(=O)=O)C1 (stereo unspecified) | -1.2 | 1.21 | 1.28
O=C(NCc1ccccc1Cl)c1cccc(C(F)(F)F)c1 | . | 0.25 | 0.43
CCOc1cc(-n2nc(C)c(C#N)c2N)nc(SC)n1 | 76.5* | -0.75 | 0.5
Going on with the list.
SMILES | INS promoter inh | sdo1 growth | sdo1 growth Rescue 24 h
CCCCCCC(=O)N(O)C1CC(=O)N(c2ccc(C)cc2)C1=O (stereo unspecified) | 8.3 | -1.38 | 0.92
CC(/C=C/C=C/c1ccccc1)=N/NC(=O)CNc1ccc(C)cc1 | . | 0.11 | 1.17
O=C(/C=C/c1ccc(O)cc1)c1ccc(NC2=C(N3CCCCC3)C(=O)c3ccccc3C2=O)cc1 | . | -0.92 | -0.18
CC(=O)NS(=O)(=O)c1ccc(N=NN2CCOCC2)cc1 | -24.0 | 0.71 | -0.65
CCOC(=O)CCCn1c(C)nc(=O)c(-c2ccccc2)c1C | . | -0.2 | -0.78
Brc1c(NC2=NCCN2)ccc2nccnc12 | 23.8 | 0.48 | -0.36
O=C1c2ccccc2C(=O)C12OC2c1cccc2ccccc12 (stereo unspecified) | -48.5 | -0.94 | -0.98
Cc1ccc(C)c(-n2c(Cc3cc(=O)[nH]c(=O)[nH]3)nnc2SCC(=O)NCC2CCCO2)c1 (stereo unspecified) | . | 0.66 | 0.25
CC(C)(C)C(=O)NCCn1ccc2ccccc21 | . | 0.79 | 0.75
O=C(O)CCC(=O)Nc1nnc(C(F)(F)F)s1 | 7.1 | 0.92 | 0.27
Cc1sc2ncnc(OCC(=O)NCc3cccs3)c2c1C | -2.9 | 0.47 | 0.21
CN(C)CCC=C1c2ccccc2CCc2ccccc21 | -23.8 | -0.3 | -0.75
Cc1cc(NC(=O)COC(=O)C2CCN(S(=O)(=O)c3ccc(Cl)cc3)CC2)no1 | . | -0.56 | -0.25
CCCC(C)C1C(C#N)=C(N)Oc2cc(C)oc(=O)c21 (stereo unspecified) | -26.3 | . | .
CC(=C/c1ccccc1)/C=N/n1c(-c2ccco2)n[nH]c1=S | -13.3 | -2.14 | -1.58
CN(CC(=O)NCc1ccncc1)S(=O)(=O)c1ccc2ccccc2c1 | -27.8 | . | .
Nc1ccc2c(C(F)(F)F)cc(=O)oc2c1 | . | 0.34 | -0.14
O=C(c1ccco1)n1nc(-c2cccnc2)nc1NCc1ccco1 | -25.0 | . | .
CC1=NN(C(=O)c2ccc(C)cc2)C(O)(C(F)(F)OC(F)(F)F)C1 (stereo unspecified) | -2.0 | 0.13 | -0.15
COc1ccc2c(=O)c3c(=O)n(Cc4ccco4)c(-c4ccco4)nc3oc2c1 | 10.3 | -1.02 | -0.72
CN1CCN(C(=O)/C(=C\c2cccs2)NC(=O)c2ccco2)CC1 | 12.9 | 0.42 | 0.13
N#CC1=C2N=C(N)c3c(sc4c3CCCCC4)N2C2=C(C(=O)CCC2)C1c1ccccc1 (stereo unspecified) | 13.3 | -0.08 | -0.71
NC(=O)c1ccc(-c2ccc(Br)cc2)o1 | -13.8 | 0.58 | 0.71
Cc1ccc(N2C(=O)CC2(C#N)c2ccc(OCc3ccccc3)cc2)cc1 (stereo unspecified) | 34.8 | 0.1 | 0.49
CCOC(=O)c1cnc2ccc(C)cc2c1OCc1cc(F)cc(F)c1 | 17.1 | 0.43 | 0.22
Later entries
SMILES | INS promoter inh | sdo1 growth | sdo1 growth Rescue 24 h
CSc1nnc(-c2ccccc2)n1C | 25.0 | 0.46 | 0.72
CCc1ccc(-c2cn3c(n2)SCC3)cc1 | 83.3* | . | .
O=C(O)c1ccc(Sc2nnc(-c3cccc(Br)c3)o2)c([N+](=O)[O-])c1 | -16.7 | 0.59 | 0.3
Cc1ccccc1Nc1nc(N)nc(COC(=O)c2cccc(S(=O)(=O)N(C)C)c2)n1 | 18.5 | 1.08 | 0.45
COc1ccccc1NC(=O)C1=C(C)Nc2nnnn2C1c1ccccn1 (stereo unspecified) | 0.0 | 0.42 | 0.69
O=C(Nc1cccnc1)c1ccco1 | -9.7 | 0.23 | -0.49
COc1ccc(OC)c2sc(NC(=O)c3ccc(Br)s3)nc12 | . | -2.14 | -1.39
COc1cccc(NC(=O)CSC2=C(C#N)C(c3ccco3)C3=C(CCCC3=O)N2)c1 (stereo unspecified) | . | 0.51 | 0.34
CCN(Cc1ccccc1)Cc1cc(OC)cc(OC)c1 | -23.1 | 0.03 | -0.82
COc1ccc(-n2cnc3cc(N)ccc32)cc1 | 0.0 | 0.57 | -0.2
CCOC(=O)c1c(N)sc2c1CCS(=O)(=O)C2 | . | -0.4 | -0.8
CCN(CC)CC(=O)N(CC(=O)Nc1c(C)cc(C)cc1C)C1CCCCC1 | . | 0.43 | 0.77
COc1ccc(CC(=O)NCCC(C)C)cc1S(=O)(=O)N1CCOCC1 | 26.7 | . | .
O=C(CSc1nnc(Cc2cccs2)n1C1CCCCC1)N1CCN(C(=O)c2ccco2)CC1 | . | 0.69 | 1.93
C=CCOC(=O)C1=C(C)NC(=O)NC1c1ccc(OC(=O)c2ccco2)c(OC)c1 (stereo unspecified) | . | -0.42 | -0.43
CC12CCC(C(=O)N3CCCc4ccccc43)(OC1=O)C2(C)C (stereo unspecified) | 26.5 | -0.25 | -0.17
COc1cc2c(cc1OC)C(c1cccc(OC)c1OC)CC(=O)N2 (stereo unspecified) | -50.0 | 0.56 | 0.2
CCOC(=O)C1CCN(C(c2ccc(OC)c(OC)c2)c2sc3nc(C)nn3c2O)CC1 (stereo unspecified) | 28.6 | -0.1 | -0.99
CN(CC(=O)Nc1nc2ccccc2s1)S(=O)(=O)c1ccc(Br)cc1 | . | -1.94 | -1.79
S=C(NCc1ccncc1)Nc1ccccc1 | -17.6 | . | .
CCC(=O)Nc1ccc(Cl)c(NC(=O)c2cccc(OC)c2)c1 | -61.1 | . | .
CCOC(=O)c1sc2nc(COC(=O)c3c(F)cccc3F)[nH]c(=O)c2c1C | -17.6 | . | .
CCCCc1ccc(-c2c(C#N)c(N)nc3c2CCCC3)s1 | 4.2 | -0.01 | 0.12
CCc1ccc(-c2cc(N)n(-c3ccccc3)n2)cc1 | 18.2 | . | .
CCOC(=O)c1ccc(NC(=O)C2=C(C)Nc3nc(CCCO)nn3C2c2cccc(C)c2)cc1 (stereo unspecified) | . | 0.89 | 2.5
